ALOX12 inh: Primary qHTS assay for inhibitors of human arachidonate 12S-lipoxygenase (ALOX12): Round 2 | Polyunsaturated fatty acid lipoxygenase ALOX12 (Homo sapiens), P18054 | purified 12hLO, xylenol orange hydroperoxide absorbance | Potency, µM (doses to about 108 µM), without a hit: at the highest dose activity change, negative = inhibition, hits mostly inhibitors | 580,000 compounds, 1.1% hits | AID 1671190, 2021; active = well fitted inhibition curve with a large enough effect; inconclusive = small, poorly fitted or top-dose-only effect, or another doubt; inactive = no such curve, though single readings can be large or run the other way
Target sequence (P18054 whole entry, looked up): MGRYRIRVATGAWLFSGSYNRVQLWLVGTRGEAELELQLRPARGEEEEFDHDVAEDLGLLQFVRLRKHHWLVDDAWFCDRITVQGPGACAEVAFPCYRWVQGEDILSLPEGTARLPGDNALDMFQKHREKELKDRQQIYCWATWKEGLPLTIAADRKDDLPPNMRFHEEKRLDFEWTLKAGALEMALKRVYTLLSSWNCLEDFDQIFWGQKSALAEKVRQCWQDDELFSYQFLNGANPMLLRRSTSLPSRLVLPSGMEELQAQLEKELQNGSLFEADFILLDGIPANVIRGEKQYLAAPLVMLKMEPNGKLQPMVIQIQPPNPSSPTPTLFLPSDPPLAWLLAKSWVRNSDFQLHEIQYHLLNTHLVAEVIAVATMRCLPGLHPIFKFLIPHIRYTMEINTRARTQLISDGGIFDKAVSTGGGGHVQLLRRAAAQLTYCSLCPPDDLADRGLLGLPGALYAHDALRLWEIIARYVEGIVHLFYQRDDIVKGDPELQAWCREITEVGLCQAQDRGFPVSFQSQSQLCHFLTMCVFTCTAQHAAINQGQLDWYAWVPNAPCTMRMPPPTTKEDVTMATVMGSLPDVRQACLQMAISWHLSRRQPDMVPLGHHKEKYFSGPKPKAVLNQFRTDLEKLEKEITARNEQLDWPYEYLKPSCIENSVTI
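Purified human 12hLO (150 nM final) in 25 mM Hepes, 0.01% Triton X-100, pH 7.0 was preincubated 15 min at room temperature with compound. Then 40 uM arachidonic acid was added, 30 min. Hydroperoxide was read by Fe-XO absorbance ratio 573/405 nm.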
An asterisk follows results filed as active; ? = inconclusive; [ ] = remark or other dose. % is set by controls: 0 for no effect and ±100 for the full control effect; potency is the fitted concentration of half-maximal effect. These rows are one share of the data. The share of hits here may be higher or lower than overall.

The opening six records, ahead of the listing:
SMILES | ALOX12 inh
C[C@@H](NC(=O)[C@@H]1C[C@@H](NS(=O)(=O)c2cn(C)cn2)CCN1C(=O)c1ccco1)C(N)=O | 3%
O=C(c1ccc(C(F)(F)F)cc1)N1CCC(c2n[nH]c(=O)n2Cc2ccc(F)cc2)CC1 | ?
COc1ccc(NC(=O)CN(C)C(=O)Cn2[nH]c(=O)c3ccccc3c2=O)cc1 | -1%
CC1=NS(=O)(=O)N(Cc2ccc(F)cc2F)C=C1C(=O)O | 2%
Cc1noc(C)c1S(=O)(=O)N1CCC(C(=O)N2CCCC2c2nc(C3CCOCC3)no2)CC1 (centres undefined) | 4%
CN(C(=O)Cn1nc(Cc2cccnc2)c2ccccc2c1=O)c1ccccc1Cl | 5%

The listing, from the first entry:
SMILES | ALOX12 inh
C[C@@H](NC(=O)[C@@H]1C[C@@H](NS(=O)(=O)c2cn(C)cn2)CCN1C(=O)c1ccco1)C(N)=O | 3%
O=C(c1ccc(C(F)(F)F)cc1)N1CCC(c2n[nH]c(=O)n2Cc2ccc(F)cc2)CC1 | ?
COc1ccc(NC(=O)CN(C)C(=O)Cn2[nH]c(=O)c3ccccc3c2=O)cc1 | -1%
CC1=NS(=O)(=O)N(Cc2ccc(F)cc2F)C=C1C(=O)O | 2%
Cc1noc(C)c1S(=O)(=O)N1CCC(C(=O)N2CCCC2c2nc(C3CCOCC3)no2)CC1 (centres undefined) | 4%
CN(C(=O)Cn1nc(Cc2cccnc2)c2ccccc2c1=O)c1ccccc1Cl | 5%
COc1cccc(-c2noc(COc3ccc4ccc(=O)oc4c3)n2)c1 | ?
COCCn1c(-n2nc(C)c(C)c2C)nc2c1c(=O)n(C)c(=O)n2C | 15%
COc1ccc(CNC(=O)c2ccc3c(c2)NC(=O)CCS3)cc1OC | -25%
O=C(NCC1Cc2cc(F)cc(-c3cccnc3)c2O1)c1cnn(-c2ccccc2)c1 (centres undefined) | 5%
CCN1CCCC(c2nc3ccc(C)cc3c(=O)[nH]2)C1 (centres undefined) | ?
COc1ccc(C(=O)N2CCC3(COc4ccncc4[S+](=O)([O-])N3)C2)cc1 (centres undefined) | 8%[6.33 µM]
O=C1NCc2ccccc2CC12CCCCN2Cc1ccccc1 (centres undefined) | 6%[6.33 µM]
CCO[C@H]1CN(C(=O)c2ccccc2OC(F)(F)C(F)F)C[C@@H]1O | -1%
Cc1sc(-c2ccccc2)nc1-c1ccc(C(C)(C)C)cc1 | -15%
Cc1nc(-c2cccc(NC(=O)N3CCCC3c3c(C)noc3C)c2)cs1 (centres undefined) | 8%
O=C(c1ccccc1OCC1CCCN(Cc2cccnc2)C1)N1CCCCC1 (centres undefined) | 30%[activator]
Cc1cn2nc(C(=O)NCc3cccnc3)cc2c(N2CCCC2)n1 | 3%
O=C(Nc1ccc(Cl)cc1)c1ccc2c(c1)CCC2 | -4%
Cc1ccc(C)c(-c2cc(C(=O)NC3CCCC3)c3cc(Br)ccc3n2)c1 | -13%
CCOc1ccc(C(=O)CC2(O)C(=O)Nc3ccccc32)cc1 (centres undefined) | -19%
CCCCNc1cccc2c1S(=O)(=O)N[C@@H](Cc1ccccc1)CO2 | ?
COc1ccc(C(=O)NCc2nnc3ccc(-c4ccc(C)c(C)c4)nn23)cc1OC | 34%[activator]
CCn1c(CC(=O)Nc2ccc(C)cc2)nnc1SCC(=O)Nc1ccc(F)cc1 | -10%
Cc1ccc(-c2nc(N3CCOCC3)cc3c2CN(Cc2cnn(C)c2)C3=O)cn1 | 0%[176 µM]
COc1ccc(C(=O)NCc2coc(-c3cccs3)n2)c(O)c1 | 38%[activator]
CSCc1noc(CN2CCCC(CO)(CC=C(C)C)C2)n1 (centres undefined) | 67%[activator]
CN(C(=O)COC(=O)c1ccc(F)cc1)c1ccccc1 | -5%
COc1cccc2cc(-c3cc(=O)oc4cc(OCC(=O)OC(C)(C)C)ccc34)c(=O)oc12 | 4%
O=C(Cc1ccccc1)N1CCC(c2n[nH]c(=O)n2Cc2ccc(F)cc2)CC1 | ?
COc1ccc(NC(=O)c2cc3c(N(C)Cc4ccccc4)nc(C)cn3n2)cc1 | 67%[activator]
COc1ccc(CNC(=O)c2nccnc2N)cc1 | 26%
CCn1cc(-c2ccccc2)cc1C(=O)O | 13%
O=C(CC[C@@H]1CNC(=O)[C@@H]2C[C@H](NCc3ccccn3)CN12)NCc1ccc(F)cc1 | 202%[activator][176 µM]
Cc1ccc([N+](=O)[O-])c(C)c1N | 22%
O=C(COc1ccc2ccc(=O)oc2c1)Nc1ccc(F)c(F)c1 | ?
CNc1nnc(SCc2coc(-c3ccccc3)n2)s1 | ?
CCOCCCNC(=S)NC1CCCC1 | -24%
CCn1nccc1C(=O)N1CCCn2ccnc2C1c1ccccc1 (centres undefined) | 48%[activator]
COc1ccc2cc(C(=O)NCC3(N(C)C)CCCCCC3)[nH]c2c1 | ?
CC(=O)c1ccc(NC(=O)CCc2ncc(-c3ccccc3Cl)o2)cc1 | 9%
N#C/C(=C/c1ccc2c(c1)OCO2)c1nc2ccccc2[nH]1 | ?
CC(=O)Nc1c(SC(F)(F)F)cc(SC(F)(F)F)cc1SC(F)(F)F | -19%
CSc1ccccc1NC(=O)C(C)OC(=O)C1CCCC1 (centres undefined) | 33%[activator]
Cc1ccc(C)c(OCc2cc(C(=O)N(C)Cc3n[nH]c4c3CCCC4)no2)c1 | 7%
Cc1ccc(CNc2nc(N)c([N+](=O)[O-])c(Nc3ccc(Cl)cc3)n2)cc1 | -7%
Cc1cc2oc(C(=O)NCC(c3cccs3)N3CCOCC3)cc(=O)c2cc1C (centres undefined) | ?
CCn1c(SCc2ccccc2Cl)nnc1-c1ccco1 | ?
N[C@@H]1CN(c2ncccn2)C[C@H]1CO | -12%
CC(=O)Nc1ccc(NC(=O)C(C)Cl)cc1 (centres undefined) | -53%
c1nc(N2CCOCC2)c2c3c(sc2n1)CN(CC1CCCCC1)CC3 | 147%[activator]
FC(F)(F)c1cc(-c2ccccc2)nc(SCc2ccccn2)n1 | ?
O=C(O)[C@@H]1CN(C(=O)CCc2ccc(=O)[nH]n2)C[C@H]1C1CC1 | -5%
COc1ccc(F)cc1S(=O)(=O)N1CCC(Oc2ccc(C(N)=O)cn2)CC1 | 28%
O=C(c1cnc(N2CCOCC2)c2ccccc12)N1CCN(Cc2ccccc2)CC1 | -5%
CN1C(=O)CCC2(CNC(=O)C3(S(=O)(=O)c4ccc(Cl)cc4)CC3)CCC=C12 (centres undefined) | -2%
CNC(=O)CCn1ncc2cc(OCc3ccccc3-c3ccccc3C)ccc21 | ?
Cc1ccc(-c2noc(Cn3cnc(C#N)n3)n2)cc1F | -2%
CC(C)CCNC(=O)c1ccc2c(c1)CC(=O)N2Cc1ccccc1 | 21%
Cc1ccc(C(=O)Nc2ccc(Cl)c(C(F)(F)F)c2)cc1Cl | -1%

(continued)
SMILES | ALOX12 inh
CC(=O)Nc1ccc(N2C(=O)C(=O)/C(=C(/O)c3ccc(C)cc3)C2c2ccccc2)cc1 (centres undefined) | -19%
CCOc1ncccc1C(=O)N1CC[C@@](O)(C2CCOCC2)[C@H](C)C1 | 18%
O=C1CC(c2ccccc2)N(Cc2ccncc2)CCCN(C(=O)CCCc2ccccc2)CCN1 (centres undefined) | 29%
COC[C@H]1C[C@@H](NCc2ccc(C)o2)[C@H](O)[C@@H]1O | 57%[activator][176 µM]
Cc1ccc(NC(=O)NCc2ccco2)cc1[N+](=O)[O-] | ?
COc1ccc2c(C)cc(SCC(=O)N3CCCC3)nc2c1 | ?
CCCN1CCC(NS(=O)(=O)c2cccc3cc(C)cnc23)CC1 | 10%
CC1CCN(Cc2cc(=O)oc3cc(-c4ccccc4)c(O)cc23)CC1 | ?
Cc1nc(NC2CCCC2)sc1C(=O)NC1CC1 | 2%
CCn1c(C(=O)OC)c(NC(=O)C2CCOC2)c2cc(NC(C)Cc3ccccc3OC)cnc21 (centres undefined) | 31%[activator]
CCOC(=O)CC1CCCCN1C(=O)CCC1(Cc2ccc3ccccc3c2)CCC(=O)N1 (centres undefined) | ?
CC(=O)N[C@@H]1CN(Cc2cccc(C#N)c2)C[C@H]1CO | 39%[activator]
O=C(c1ccccc1Cl)N1CCC2(CC1)OCC(C(=O)N1CCCC1)N2C(=O)c1ccccc1 (centres undefined) | 7%
COCC(=O)n1nc(NCc2ccc(Cl)cc2Cl)nc1NCc1ccc(Cl)cc1Cl | ?
Cc1ccc(NC(=O)c2nn(Cc3ccccc3)c(=O)c3ccccc23)cc1F | ?
CN1C(=O)CO[C@H]2CN(Cc3ccc(Cl)cc3)C[C@H]21 | -16%[176 µM]
Cc1ccc(F)cc1CN1CCC2(CCCO2)CCC1=O (centres undefined) | 12%
CCCC12CN(C(=O)c3ccccc3)CC(C)(CN(C(=O)c3ccccc3)C1)C2=O | 2%
NC(=O)c1cc(Cc2ccccc2)sc1NC(=O)c1cccs1 | ?
CCN(CC)C(=O)[C@@H]1CCC[C@@H](NCc2nccs2)CN(C)C(=O)C1 | 60%[activator][176 µM]
CCc1noc([C@@H]2CC(F)(F)CN2C(=O)c2occc2C)n1 | -2%
COc1ccc2[nH]c(C[C@@H]3C[C@@H](C(C)C)[C@H](CNCc4cccnc4)C=C3C)nc2n1 | 43%[activator][176 µM]
CCCCC(=O)Nc1c(S(=O)(=O)c2ccccc2)c(C)c(C)n1CCOC | 7%
O=c1[nH]c(-c2ccccc2)cn1C1CCN(Cc2ccc(-c3nc4ccccc4nc3-c3ccccc3)cc2)CC1 | -28%
O=C(Nc1cccc(C(=O)N2CCOCC2)c1)C1CCCCC1 | -3%
COc1ccc(C(=O)N2CCCC3(CC(Cc4ccccc4)=NO3)C2)cc1 (centres undefined) | ?
CCOc1ccccc1C(=O)N1CCc2nn(Cc3ccccc3)c(=O)n2CC1 | 44%[activator]
C=CCNC(=S)N/N=C1/C=C(C)CC(C)(C)C1 | ?
O=C(O)C12CC3CC(CC(Cl)(C3)C1)C2 | 4%
NNc1ccc(Br)c2ccccc12 | ?

Rewritten with values ahead of the structure: two of the compounds above
| ALOX12 inh | canonical_smiles |
| --- | --- |
| ? | CNc1nnc(SCc2coc(-c3ccccc3)n2)s1 |
| ? | Cc1cc2oc(C(=O)NCC(c3cccs3)N3CCOCC3)cc(=O)c2cc1C (centres undefined) |

Other entries:
SMILES | ALOX12 inh
COc1ccc(Cl)cc1NC(=O)CCc1ncc(-c2c(F)cccc2F)o1 | -48%
COc1ccc(OC)c2[nH]c(C(=O)NCC(=O)Nc3ccc4c(c3)OCCO4)cc12 | 19%
Cn1cc(-c2cnc3[nH]cc(CC(=O)NCC4CCOCC4)c3c2)cn1 | -1%[176 µM]
O=C1OCCCN1CCNc1ccc(-c2nc(-c3ccccc3F)no2)cn1 | 1%
Cn1c(COc2ccccc2Cl)n[nH]c1=S | ?
CCn1ccc(C(=O)N2CCC([C@H]3[C@@H](OC)C(=O)N3C(C)C)CC2)n1 | 5%
Cc1cc2oc(=O)cc(CN3CCN(c4ccccc4F)CC3)c2cc1O | -3%
O=C1NCCOCCN(C(=O)c2cccs2)[C@@H]2CCCC[C@H]12 | 33%[activator]
COc1cccc(-c2cc3c(c(OC)c2)OCCN(Cc2cccn2-c2ccccn2)C3)c1 | 9%
CCN(CC)C(=O)C1CCC(Cn2c(=O)c3sccc3n(Cc3ccccc3)c2=O)CC1 (centres undefined) | 5%
CC(C)CN(Cc1cccnc1)C1CN(S(=O)(=O)Cc2ccccc2)C1 | -14%
COC(=O)c1cn(CC(=O)Nc2cccc(C(C)=O)c2)c2ccccc12 | ?
CCOC(=O)C1CCCN(C(=O)c2cnc3cc(C)nn3c2)C1 (centres undefined) | -7%[176 µM]
CC1(C)CC(NC(=O)/C=C/C(=O)NC2CC(C)(C)NC(C)(C)C2)CC(C)(C)N1 | 2%
Cc1csc(/C(C#N)=C\C2=Cc3cc(Cl)ccc3OC2)n1 | 50µM*
O=C1NCc2ccccc2CC12CCN(CCc1ccccc1)CC2 | ?
COCCC(=O)N1CCC2(CC1)CC(N(Cc1ccc(F)cc1)C1CC1)CCO2 (centres undefined) | 24%
O=S(=O)(NCc1ccccc1Cl)c1ccc2c(c1)OCCO2 | 1%
CC(C)c1ccc2oc(=O)cc(CN3CCC(C(N)=O)CC3)c2c1 | 2%
C[C@@]12CO[C@@H](CNC(=O)C3CCCC3)O[C@@H]1CC[C@]1(C)[C@@H]2CC[C@@H](O)[C@H]1CC(=O)NCc1ccccc1 | -4%
Cc1cc2ncc(C(=O)NC(C)CCc3ccccc3)cn2n1 (centres undefined) | -17%[176 µM]
CCCNC(=O)N1CCC(c2noc(-c3ccccc3)n2)C1 (centres undefined) | 21%
CC1Oc2ccccc2C=C1/C=C/C(=O)c1ccc(O)cc1 (centres undefined) | ?
CC(C)C(C)(C#N)NC(=O)CNc1cccc(-c2nnnn2C)c1 (centres undefined) | ?
CCN1c2cc(C(=O)NCc3ccc(OC)cc3OC)ccc2C(=O)N2CCCCCC21 (centres undefined) | -5%
CCCCc1ccc2nc(NC(=O)c3ccc(F)cc3)sc2c1 | -5%
Cc1nc2cccnc2n1CC1CCCN(C(=O)Nc2cccc(Cl)c2)C1 (centres undefined) | 57%[activator]
CSc1nc2ccc(S(=O)(=O)NCc3ccccc3)cc2s1 | 44%[activator]
CCc1cccc(OCCOC(=O)c2cc(C)nc3ccccc23)c1 | ?
Cc1ccc(C(=O)NC2CCN(C(=O)c3cc4c(=O)[nH]c(C)cn4n3)CC2)cc1 | 8%
CCC1CCc2nc3ccc(Cl)cc3c(-c3ccccc3F)c2C1 (centres undefined) | 9%

Sorted by the number under ALOX12 inh (low to high): 3 from the list above.
canonical_smiles,ALOX12 inh
CCN1c2cc(C(=O)NCc3ccc(OC)cc3OC)ccc2C(=O)N2CCCCCC21 (centres undefined),-5%
O=S(=O)(NCc1ccccc1Cl)c1ccc2c(c1)OCCO2,1%
Cc1ccc(C(=O)NC2CCN(C(=O)c3cc4c(=O)[nH]c(C)cn4n3)CC2)cc1,8%

High-throughput results (PubChem)
